# HSP90 inh = blocks HSP90-mediated luciferase refolding in reticulocyte lysate. Rabbit reticulocyte lysate, luciferase refolding luminescence, 3 h. inhibition, % at 5.6 µM. 290,000 compounds, 0.91% hits. AID 1789;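 active = inhibition above the screen-wide mean plus 3 SD, computed separately per campaign, cut at about 16% in these data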;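 also: 0% = DMSO wells and 100% = 60 µM geldanamycin wells; inhibitors lower the luminescence because luciferase stays unfolded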
# IEC-6 tox = IEC-6 cytotoxicity, counter-screen for KLF5 inhibitors. luminescence viability. AID 1825. 290,000 compounds, 0.78% hits. inhibition, % at 5 µM; in the data active = inhibition above about 22%;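 also: 0% = plate median of test compound wells and 100% = cytotoxic reference compound wells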
# HIF activator = HIF pathway transcriptional activation. U2OS HRE-luciferase reporter, luminescence; normalized: DMSO 0%, desferrioxamine 100%. activation, % at 7.5 µM (by protocol). 300,000 compounds, 0.32% hits;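 active = mean activation of at least 10% of the iron chelator positive control signal, with at least half of replicates also reaching 10%; inconclusive = mean and replicate majority disagree about reaching 10%; inactive = mean and most replicates under 10%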
# HSF-1 act = increases HSF-1 driven luciferase reporter signal | NIH3T3-HGL HSF-1 luciferase reporter, MG132, 8 h; 100% = twice DMSO control signal | activation, % at 9 µM | 300,000 compounds, 1.7% hits | AID 504408;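 active = mean replicate activation of at least 50% with a set share of replicates each reaching 50%; inconclusive = only one of those two conditions met; inactive = mean below 50% and too few replicates reaching it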;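 also: 0% = median of the neutral control wells and 100% = twice that signal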
# AI-2 QS mod = Vibrio harveyi AI-2 quorum sensing modulation; Vibrio harveyi JMH597 AI-2 luminescence/OD600 ratio, 9 h; hits give low values; strain lacks LuxN and CqsS sensors; 0 = neutral-control median; activity change, % at 7.5 µM; 300,000 compounds, 0.4% hits; in the data active = activity change below about -75%, passing the limit was not always enough; inconclusive = no clear call, values can overlap the other calls;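 also: luminescence divided by OD600 gain over 9 h not by final OD600 alone; inactives centre near 13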
# Platelet DG rel = platelet dense granule release activity; human platelet-rich plasma, SFLLRN dense granule ATP release, luminescence; inhibition, %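 (compounds screened at 7.5 µM in platelet-rich plasma)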; 300,000 compounds, 0.22% hits;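 active = mean replicate score, as percent of positive control, at or above 50; inconclusive = mean below 50 but at least one replicate at or above 50; inactive = mean and every replicate below 50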
# aSyn UTR inh = MLPCN primary screen, SNCA 5' untranslated region. 300,000 compounds, 0.82% hits. AID 1813. alpha-synuclein 5'UTR reporter, inhibitor activity. inhibition, % (tested at 7.5 µM); in the data active = inhibition above about 60%; inconclusive = no clear call, values can overlap the other calls;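 also: H4 neuroglioblastoma cells stably carrying SNCA 5'UTR luciferase fusion; 0% = DMSO wells and 100% = positive control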
# KLF5 inh = suppresses KLF5 promoter-driven expression; DLD-1 KLF5 promoter-luciferase reporter, luminescence; inhibition, % at 5 µM; 290,000 compounds, 0.23% hits;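 active = inhibition above a per-plate limit of that plate's mean compound inhibition plus 3 SD, cut at about 60% in these data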;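 also: 0% = DMSO wells and 100% = LY294002 at 200 µM; higher means less KLF5 promoter-driven luciferase light; inactives centre near -14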
# HSF1 inh = HSF1 inhibition. activity change, negative = inhibition, % at 7.5 µM (by protocol). NIH3T3-HGL HSE-luciferase, MG132-induced, luminescence 8 h; hits give low values. 300,000 compounds, 0.77% hits;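 active = more than half of replicate wells show activity change below -50%, luminescence cut by over half; inconclusive = some wells, but at most half, below -50%; inactive = no replicate well below -50%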;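 also: luciferase reports HSF-1 transcriptional activity via heat shock element; 0% = median of DMSO wells and -100% = zero luminescence signal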
# HDAC3 inhib = inhibitors of human histone deacetylase 3; AID 2718; 320,000 compounds, 0.15% hits; inhibition, % at 8.3 µM; O15379; recombinant HDAC3, fluorogenic peptide/trypsin coupled, fluorescence; in the data active = inhibition above about 26%, passing the limit was not always enough; inconclusive = no clear call, values can overlap the other calls
# Target sequence (O15379 whole entry, looked up): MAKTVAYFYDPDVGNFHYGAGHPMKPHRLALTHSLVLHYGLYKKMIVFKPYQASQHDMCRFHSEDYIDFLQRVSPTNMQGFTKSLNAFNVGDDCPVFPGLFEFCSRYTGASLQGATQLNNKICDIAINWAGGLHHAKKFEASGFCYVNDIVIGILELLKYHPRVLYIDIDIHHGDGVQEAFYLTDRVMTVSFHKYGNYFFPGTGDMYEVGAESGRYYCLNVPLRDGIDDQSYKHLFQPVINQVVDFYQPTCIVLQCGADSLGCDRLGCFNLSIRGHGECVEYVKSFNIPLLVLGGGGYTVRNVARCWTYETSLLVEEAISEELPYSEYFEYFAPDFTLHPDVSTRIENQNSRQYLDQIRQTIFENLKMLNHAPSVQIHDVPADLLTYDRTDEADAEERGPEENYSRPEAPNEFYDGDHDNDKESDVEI
# The depositor's hits bear a star; u = inconclusive; x = no result given.
# Results follow in this order: HSF-1 act, HSF1 inh, Platelet DG rel, IEC-6 tox, aSyn UTR inh, AI-2 QS mod, HDAC3 inhib, HIF activator, HSP90 inh, KLF5 inh
COc1ccc(N(C(=O)/C=C/c2ccc(OC)c(OC)c2)C2=CC3CCC(C2)N3C)cc1 (centres undefined)
  -6, 1, 4, 2, 9, 7, 4, 0.1, 3, -5
Cc1cccc(C)c1NC(=O)C1CCCNC1 (centres undefined)
  -6, 1, 2, 2, 3, 11, -5, -0.2, -1, -18
CC(=O)NC12CC3CC(C1)CC(C(=O)N1CCN(c4ncccn4)CC1)(C3)C2
  -11, -3, -3, -5, 12, 18, -6, -0.3, -4, -32
COc1ccc2c(c1)c(=O)oc1cc(OCC(=O)NC3CCCCC3)ccc12
  -5, 0, -5, 4, 13, 4, -10, 0.2, 1, 6
CC(=O)Nc1ccc(Nc2cc(C)nc3ccccc23)cc1
  17, 5, -1, x, -29, -4, 0, 0.6, x, x
O=C(N/N=C\c1ccc(Cl)cc1)C1=NOC2COC3(CCN(c4ccc([N+](=O)[O-])cc4)CC3)OCC12 (centres undefined)
  2, -3, 13, 2, -2, 36, 5, 0.1, 0, 4
O=C(CSc1nc2ccc(Nc3nc(N4CCCC4)nc(N4CCCC4)n3)cc2s1)NCc1ccco1
  8, 2, -2, 4, 6, 16, -3, -0.4, -3, -5
COc1ccc(C)cc1Cn1nnc2ccccc21
  11, 2, 3, x, 8, -7, 4, -1.0, x, x
O=C(CNCc1ccncc1)Nc1cc(S(=O)(=O)N2CCCCC2)ccc1Cl
  16, -9, 8, -1, -12, 2, 2, 0.6, -4, 5
COCCNC(=S)N/N=C/c1c(C)[nH]c2ccccc12
  31, 10, -5, -6, 1, 14, 9, 0.8, -3, -4
Cc1ccc(Nc2nc(N)c(C#N)c(CC#N)c2C#N)cc1
  19, 0, 2, -2, -15, 9, 7, -4.5, 5, -7
Cc1ccc2nc(-c3ccccc3)c(CC(=O)O)c(C(=O)O)c2c1
  7, -4, 12, -3, -56, 16, x, 0.6, -1, -26
O=C(/C=C\c1ccc(-c2cccc([N+](=O)[O-])c2)o1)N1CCOCC1
  26, 20, -22, 1, -50, 26, 7, 3.2, 4, -62
CCC1(c2ccccc2)NC(=O)N(CC(=O)Nc2ccccc2N2CCCC2)C1=O (centres undefined)
  9, -5, -2, x, 11, 7, 4, -0.5, x, x
CCN1CCN(CCCCOc2ccccc2F)CC1
  -3, -3, -3, 2, 9, 14, 2, 0.5, -2, -11
COC(=O)c1ccccc1NC(=S)N(Cc1ccc2c(c1)OCO2)Cc1cc2cc(C)ccc2[nH]c1=O
  10, 3, -25, -3, 22, 27, -3, 1.5, 2, -21
[O-]/[N+](=C\c1ccccc1)[C@@H]1CCCC[C@@H]1/[N+]([O-])=C/c1ccccc1
  -15, -3, -1, 4, -13, 19, 8, 0.2, 3, -39
COc1ccc(N2CCN(C(=O)CSc3nnc(NC(=O)C4CC4)s3)CC2)cc1
  2, 2, 6, 10, -4, 29, 2, 0.0, 5, -7
Nc1[nH]nc2c1NN(c1ccc(Cl)cc1Cl)N2
  -5, -7, -10, -9, -140, 19, -1, 1.5, -4, -79
CN(C)CCN(C(=O)CN1C(=O)c2ccccc2C1=O)c1nc2cc3c(cc2s1)OCCO3
  16, -3, 6, x, -34, 15, -3, 1.3, x, x
Nc1[nH][nH]c(=O)c1N=Nc1ccc2c(c1)OCO2
  -6, 0, 16, 4, -112, 2, u, 0.1, 4, -56
COc1cc(C2=NOC(C(=O)NCc3ccco3)C2)cc(OC)c1OC (centres undefined)
  -4, -13, 2, 26*, 12, 8, 2, 0.4, -3, 27
COc1ccc(C(=O)CSc2nnc(CNC(=O)c3ccc(OC)cc3)n2C)cc1
  -15, -5, 9, -1, 16, 27, 9, -0.3, -1, -9
O=C(NCCCn1ccnc1)Nc1cccc2ccccc12
  x, x, x, 4, x, x, -5, x, -1, -6
CC(=O)N1C(C)(C)CC(=NOC(=O)c2ccc(C)cc2)CC1(C)C
  -1, -4, -6, 1, 5, 5, -4, -0.3, 1, -8
CCC(CC)C(=O)Nc1nnc(S(=O)(=O)N2CCCC2)s1
  6, -4, -6, -10, 2, 7, -1, -0.3, 1, -6
CC(=O)NCC1CCCN(c2nc3nonc3nc2N(C)Cc2ccccc2)C1 (centres undefined)
  -13, -11, -2, -1, -28, 19, 6, 0.5, -1, -15
COc1ccc2[nH]c(=O)c(CN(CC3CCCO3)C(=O)Nc3ccccc3)cc2c1 (centres undefined)
  -13, -3, 1, 2, -5, 11, -10, -0.4, -1, 30
CC(C)(C)OC(=O)N[C@@H](Cc1ccccc1)C(=O)N1CCC(C(=O)N[C@@H](CCC(N)=O)C(=O)O)CC1
  -13, -7, -1, -5, -1, 3, -5, -0.7, -6, -32
COc1ccccc1CN1CCSCC1
  -7, -2, 0, -2, 1, 11, -3, 0.0, -1, -18

# Shown with bars between the fields: entries from further up
structure | HSF-1 act | HSF1 inh | Platelet DG rel | IEC-6 tox | aSyn UTR inh | AI-2 QS mod | HDAC3 inhib | HIF activator | HSP90 inh | KLF5 inh
COc1ccc(N(C(=O)/C=C/c2ccc(OC)c(OC)c2)C2=CC3CCC(C2)N3C)cc1 (centres undefined) | -6 | 1 | 4 | 2 | 9 | 7 | 4 | 0.1 | 3 | -5
Cc1cccc(C)c1NC(=O)C1CCCNC1 (centres undefined) | -6 | 1 | 2 | 2 | 3 | 11 | -5 | -0.2 | -1 | -18
CC(=O)NC12CC3CC(C1)CC(C(=O)N1CCN(c4ncccn4)CC1)(C3)C2 | -11 | -3 | -3 | -5 | 12 | 18 | -6 | -0.3 | -4 | -32
COc1ccc2c(c1)c(=O)oc1cc(OCC(=O)NC3CCCCC3)ccc12 | -5 | 0 | -5 | 4 | 13 | 4 | -10 | 0.2 | 1 | 6
CC(=O)Nc1ccc(Nc2cc(C)nc3ccccc23)cc1 | 17 | 5 | -1 | x | -29 | -4 | 0 | 0.6 | x | x
O=C(N/N=C\c1ccc(Cl)cc1)C1=NOC2COC3(CCN(c4ccc([N+](=O)[O-])cc4)CC3)OCC12 (centres undefined) | 2 | -3 | 13 | 2 | -2 | 36 | 5 | 0.1 | 0 | 4
O=C(CSc1nc2ccc(Nc3nc(N4CCCC4)nc(N4CCCC4)n3)cc2s1)NCc1ccco1 | 8 | 2 | -2 | 4 | 6 | 16 | -3 | -0.4 | -3 | -5
COc1ccc(C)cc1Cn1nnc2ccccc21 | 11 | 2 | 3 | x | 8 | -7 | 4 | -1.0 | x | x
O=C(CNCc1ccncc1)Nc1cc(S(=O)(=O)N2CCCCC2)ccc1Cl | 16 | -9 | 8 | -1 | -12 | 2 | 2 | 0.6 | -4 | 5

# Continuation.
# Results follow in this order: HSF-1 act, HSF1 inh, Platelet DG rel, IEC-6 tox, aSyn UTR inh, AI-2 QS mod, HDAC3 inhib, HIF activator, HSP90 inh, KLF5 inh
COc1ccc2nc(NC(=O)CCn3cccc3)sc2c1
  3, 4, 4, -3, -41, -14, 0, 0.2, -3, 7
COc1ccc(NC(=O)CCNS(=O)(=O)c2cc(Br)cnc2N)cc1OC
  9, -4, -4, -1, 17, 10, -8, -0.9, -7, -9
COC(=O)[C@H](CCSC)NC(=O)[C@@H](Cc1cnc[nH]1)NC(=O)OCc1ccccc1
  -2, 11, 3, 0, 16, 3, 4, -0.5, -3, -33
COC(=O)c1ccccc1NC(=O)N1CCN(c2ccccc2)CC1
  6, -10, 15, -2, 6, 8, -5, -0.3, 8, 8
COc1ccc(NC(=S)N(CCCN2CCOCC2)Cc2cn(C)c3ccccc23)cc1OC
  -26, -4, 10, 2, -2, 8, 1, 0.1, 4, -20
COc1ccc(CNC(=O)C[C@H]2C(=O)N(CCc3ccccc3)C[C@@H]2Cc2ccccc2)cc1
  -9, 3, -4, -4, -20, -1, 4, -0.1, -5, 7
O=C(COC(=O)CSCc1ccccc1)NCc1ccccc1
  15, 0, -9, 0, -10, 29, 0, 0.0, -2, 7
O=S(=O)(CC(CN1CCCCC1)N1CCCCC1)c1ccccc1 (centres undefined)
  1, 13, 1, 4, 16, 17, 1, 0.0, 2, -23
Cc1ccc(-c2nc3sc(C(N)=O)c(N)c3c3c2CCCC3)cc1
  10, 2, 3, -4, 7, 13, -5, 0.1, 1, 1
COc1ccccc1C(=O)Nc1ccc2nc3n(c(=O)c2c1)CCCC3
  12, 4, 2, 4, -17, 15, -8, 2.0, -1, -40
Cc1ccc(C2CC2C(=O)NN)cc1 (centres undefined)
  4, 0, 1, 10, -26, 20, -8, -0.7, 3, -36
CCc1ccc(NC(=O)C2CCN(S(=O)(=O)c3ccc4c(c3)N(C(C)=O)CCO4)CC2)cc1
  26, 1, -2, -8, 1, 15, -3, -0.2, -1, -9
COc1cc(/C=C/C(=O)NC(=O)c2ccccc2O)ccc1O
  3, 2, -5, -1, -161, 19, 0, 2.7, -2, -119
CC(C)(C)C(=O)Nc1sc2c(c1C(=O)Nc1ccccn1)CCCC2
  -16, -6, -2, -2, 30, 15, -5, -2.6, 2, -11
CC1(C)Oc2ccc(C(=O)NC3CCCCC3)cc2N(CC#N)C1=O
  10, -1, 0, 0, -3, 12, -7, 0.3, -1, -32
COc1ccc(CC(=O)NNC(=O)CCc2ccccc2)cc1
  2, -1, 9, 8, 1, 19, -7, -0.1, 5, -9
COc1ccc(N(CC(=O)NCCC2=CCCCC2)S(=O)(=O)c2ccc(C)cc2)cc1
  19, 9, -3, 1, 10, 19, 5, -0.8, 0, -28
Cc1cc(Nc2nn(C)c(N)c2C#N)ccc1F
  22, -2, -5, 1, -32, 23, -1, 0.5, 0, -43
COC(=O)NC1(C(F)(F)F)C(=O)NC(C)=C1C(=O)OC (centres undefined)
  4, -4, 9, 0, 14, -7, 5, -0.3, -1, 2
CCN(Cc1ccccc1)S(=O)(=O)c1c(C)[nH]c(C)c1C(=O)N1CCCC1
  15, -4, -14, -4, 8, -1, -1, -0.3, -3, -10
O=C1[C@H]2[C@@H](/C=C/c3ccccc3)N3C(=O)CN(Cc4ccccn4)C(=O)[C@@]3(Cc3ccccc3)[C@H]2C(=O)N1c1ccccc1
  6, -4, -2, -4, 17, 12, 16, 0.3, -2, 5
CN1C(=O)C2(OCC(COc3ccc(Cl)cc3)O2)c2ccccc21 (centres undefined)
  18, 6, -1, 3, 2, -55, 0, -0.1, 4, -16
CCc1ccc(C(CNC(=O)c2ccc3c(=O)n(-c4ccccc4F)c(=S)[nH]c3c2)N(C)C)cc1 (centres undefined)
  -17, -12, 2, 6, -9, 23, 1, -1.6, 3, -15
CC(=O)c1ccc(Cc2ncc(C(F)(F)F)cc2Cl)s1
  5, 9, 4, 5, 11, 7, u, -0.7, -1, -3
O=S(=O)(Nc1nc2ccc(Cl)cc2s1)c1cccs1
  18, 0, -4, 1, -17, x, 0, -0.5, -4, -18
Nc1ncc([N+](=O)[O-])c(Oc2ccccc2F)n1
  -12, 2, 1, 7, -15, 4, -5, -1.1, 2, 24
Cc1[nH]c2ccccc2c1C(=O)C(=O)NCc1ccco1
  0, 4, 7, 2, -23, 13, 8, 0.3, -3, -23
O=C(Cc1ccc(Cl)cc1)NCc1ccccc1Cl
  19, 7, 1, -1, -66, 19, 2, 2.5, -5, -21

# Source: PubChem BioAssay (several laboratories)
